Assay outcomes as filed in PubChem BioAssay.
M. tuberculosis: growth inhibition of non-replicating M. tuberculosis (AID 488890) | inhibition, % at 25 µM; hits with a dose series show IC50 in µM | Mycobacterium tuberculosis non-replicating, growth inhibition; higher % means a stronger effect | 320,000 compounds, 0.39% hits; in the data active = a potency from the dose series; inconclusive = inhibition mostly from about 82% at the one dose, without a potency; inactive = the rest, 99 in 100 with inhibition below about 76%;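 note: plate controls were DMSO cells for no effect and high antibiotic wells for full effect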
H1N1 NS1A inhibition: H1N1 influenza NS1A inhibitors, functional cell based assay (AID 504329); NS1A functional cell-based assay, percent inhibition; higher % means a stronger effect; one-dose inhibition, % at 12.5 µM; IC50 in µM for titrated hits; 340,000 compounds, 0.3% hits; in the data active = a potency from the dose series; inconclusive = inhibition above about 27% without an active follow-up result; note: strong numbers were not always called active
H37Rv inhibition: M. tuberculosis growth inhibition, HTS (AID 449762). M. tuberculosis H37Rv growth inhibition, 7H9 media; higher % means a stronger effect. inhibition, % at 25 µM, or IC50 in µM where a hit was titrated. 330,000 compounds, 0.59% hits; in the data active = a potency from the dose series; inconclusive = inhibition above about 70% without an active follow-up result;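 note: bacterial growth assessed after seven days of incubation; strong numbers were not always called active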
Salmonella PhoP GFP: Inhibition of PhoP regulon, Salmonella typhi GFP reporter cells, confirmation, 4 h (AID 1850); Salmonella Typhi PhoP-promoter GFP reporter, fluorescence, 4 h; higher % means a stronger effect; inhibition, % at 50 µM, or IC50 in µM where a hit was titrated; 310,000 compounds, 0.33% hits; in the data active = a potency from the dose series; inconclusive = inhibition mostly from about 25% at the one dose, without a potency; inactive = the rest, 99 in 100 with inhibition below about 19%;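 note: 0% = induced wells with vehicle and 100% = uninduced wells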
inhibitors of VEEV: inhibitors of VEEV TC-83 cytopathic effect, confirmation, Vero cells (AID 588727) | 350,000 compounds, 0.13% hits | inhibition, % at 20 µM, or IC50 in µM where a hit was titrated | Vero cells, VEEV TC-83 cytopathic effect inhibition; higher % means a stronger effect; in the data active = a potency from the dose series; inconclusive = inhibition mostly from about 14% at the one dose, without a potency; inactive = the rest, 99 in 100 with inhibition below about 12%; note: strong numbers were not always called active
inhibitors of VEEV 10K pilot screen: also measured in inhibitors of VEEV; calls as there; inhibition, %; measured here: 10K pilot screen inhibition
* = called active by the depositor; i = inactive; ? = inconclusive; · = no result given.

SMILES	M. tuberculosis	H1N1 NS1A inhibition	H37Rv inhibition	Salmonella PhoP GFP	inhibitors of VEEV	others
CC(Sc1nc2c(N)ncnc2n1CCOc1ccccc1)C(=O)O (centres undefined)	3.4%	-8.4%	8.3%	8.9%	i
CCCCn1nnnc1SCC(=O)NNC(=O)c1ccco1	74.0%	12.1%	4.2%	3.9%	0.8%
O=C(N/N=C/c1cccc(F)c1)c1ccc(Cl)cc1	39.2%	12.0%	7.6%	8.5%	1.3%
Cc1[nH]c2ccccc2c1C(=O)CSCC(=O)O	61.4%	-4.6%	-2.8%	-7.0%	3.1%
C/C(=C\C(=O)c1ccc(Cl)cc1)Nc1ccc(N2CCOCC2)cc1	-4.5%	-0.7%	-9.6%	3.5%	i
C/C(=N\NC(=O)c1ccco1)c1ccc(NC(=O)c2cccs2)cc1	24.4%	6.8%	-2.1%	-6.0%	4.1%
Cc1cccc(OCCN2CSC(=S)N(C)C2)c1	i	2.2%	?	5.0%	34.2%
CCN(Cc1ccccc1)C(=O)c1cccnc1	19.3%	-3.5%	-0.1%	-5.3%	i
CCOc1ccccc1NC(=O)CCNS(=O)(=O)c1ccccc1	29.4%	-18.2%	0.8%	7.4%	i
CC1CCCN(C(=O)CCS(=O)(=O)c2cc3c(cc2Cl)NC(=O)CO3)C1 (centres undefined)	-8.8%	-7.4%	-8.5%	0.9%	i
CCN(CC)CCCNC(=O)C1CCC(CNS(=O)(=O)c2c(C)cc(C)cc2C)CC1 (centres undefined)	-10.5%	-17.8%	-3.1%	3.0%	i
CCN(CC)C(=O)c1[nH]cnc1C(=O)Nc1ccc(OC)cc1	21.7%	-1.0%	-3.3%	-4.7%	1.0%

No new results follow: an excerpt of the list.
SMILES	M. tuberculosis	H1N1 NS1A inhibition	H37Rv inhibition	Salmonella PhoP GFP	inhibitors of VEEV	others
Cc1[nH]c2ccccc2c1C(=O)CSCC(=O)O	61.4%	-4.6%	-2.8%	-7.0%	3.1%
C/C(=C\C(=O)c1ccc(Cl)cc1)Nc1ccc(N2CCOCC2)cc1	-4.5%	-0.7%	-9.6%	3.5%	i
C/C(=N\NC(=O)c1ccco1)c1ccc(NC(=O)c2cccs2)cc1	24.4%	6.8%	-2.1%	-6.0%	4.1%
Cc1cccc(OCCN2CSC(=S)N(C)C2)c1	i	2.2%	?	5.0%	34.2%

(listing goes on)
SMILES	M. tuberculosis	H1N1 NS1A inhibition	H37Rv inhibition	Salmonella PhoP GFP	inhibitors of VEEV	others
CC(=O)Nc1nc(C)c(C(C)C)s1	-2.8%	-14.6%	8.6%	1.6%	0.3%
COC(=O)c1c(-c2ccc(F)cc2)noc1N	9.8%	10.3%	0.8%	-11.4%	2.1%
NCCNC(=O)c1ncsc1-c1cccc(F)c1	-2.2%	2.7%	-9.7%	-18.3%	1.3%
CN(C(=O)CSC(=O)c1ccccc1)c1ccccc1	?	-3.9%	-13.1%	-1.8%	4.4%
Nc1ccc(C(=O)N2N=C(c3ccccc3)CC2(O)C(F)(F)F)cc1 (centres undefined)	·	-22.1%	5.5%	7.6%	1.4%
CCOc1cc(/C=N/Nc2nc(N3CCCCC3)nc(N3CCCCC3)n2)ccc1OC(=O)c1ccco1	2.6%	3.3%	8.3%	-4.1%	6.8%
CCN1CCN(Cc2c(C(=O)N/N=C(\C)c3ccc(Cl)c(Cl)c3)nnn2-c2nonc2N)CC1	-10.3%	·	4.0%	4.2%	·
COc1ccc(NS(=O)(=O)c2cc(NC(=O)c3cc(F)c(F)c(F)c3F)ccc2N2CCCC2)cc1	12.8%	-6.2%	-11.3%	4.7%	6.1%
Cc1csc(-c2cnn(-c3ccccc3)c2NC(=O)c2ccc(C(F)(F)F)cc2)n1	-5.0%	6.0%	58.3%	0.0%	8.5%
Cc1ccc(Nc2nc3ccccc3nc2-n2nc(C)cc2C)cc1	·	-4.1%	-0.8%	-10.2%	0.6%
CN(C)C(=O)c1nnc(Cc2ccc(Cl)cc2)o1	13.1%	-0.2%	-4.7%	-10.1%	1.0%
O=C(CNC(=O)c1ccc(-c2ccccc2)cc1)Nc1ccc(S(=O)(=O)Nc2ncccn2)cc1	11.2%	-12.3%	3.0%	-2.4%	0.8%
O=C(NCCN1CCN(Cc2ccccc2)CC1)c1ccc(CS(=O)(=O)c2ccc(Br)cc2)o1	10.7%	9.4%	3.0%	-0.5%	0.2%
COc1ccc(C)cc1S(=O)(=O)N1CCCC(C(=O)N2CCN(c3ccccc3)CC2)C1 (centres undefined)	8.9%	12.8%	4.6%	8.8%	8.4%
Cc1noc(NS(=O)(=O)c2ccc(N3C(=O)c4ccccc4C3=O)cc2)c1C	22.6%	-7.6%	0.0%	-9.3%	1.4%
CC(=O)Nc1ccc(S(=O)(=O)N(C)c2ccc(OCC(=O)Nc3ccccc3C(C)=O)cc2)cc1	·	-3.3%	·	·	11.0%
COc1cccc(C(=O)NCCS(=O)(=O)NCc2ccco2)c1	-3.2%	-5.8%	-5.9%	6.0%	1.5%
CC(=O)Nc1ccc(NC(=O)Nc2ccc(C)c(C)c2)cc1	-5.6%	-13.5%	4.0%	-11.1%	0.2%	inhibitors of VEEV 10K pilot screen=1.5
COc1ccccc1CN1CC(C(=O)NC2CCOCC2)CCC1=O (centres undefined)	0.4%	17.1%	-9.8%	2.0%	0.6%
CCOC(=O)c1c(C)n(C)c2ccc(OCC(O)CN3C(=O)c4ccccc4S3(=O)=O)cc12 (centres undefined)	·	-2.9%	·	-16.7%	1.7%
CCOC(=O)C1CCCN(C(=O)CN2C(=O)COc3ccc(C(C)(C)C)cc32)C1 (centres undefined)	16.2%	-1.5%	5.2%	4.8%	i
CCN(CC)CCNc1ncnc2c1sc1nc(N3CCCC3)c3c(c12)CC(C)(C)OC3	79.5%	13.1%	40.5%	-14.7%	4.2%
CC(C)(C)N(Cc1cc2ccccc2[nH]c1=O)C(=O)c1cccnc1	-3.0%	7.0%	-0.6%	5.7%	1.1%
Cc1nn(Cc2ccccc2)c(Cl)c1C(=O)OCC(=O)Nc1cccc2ccccc12	0.6%	22.0%	-7.5%	-6.8%	2.0%

Entries shown so far that have fluorine (six):
SMILES	M. tuberculosis	H1N1 NS1A inhibition	H37Rv inhibition	Salmonella PhoP GFP	inhibitors of VEEV	others
O=C(N/N=C/c1cccc(F)c1)c1ccc(Cl)cc1	39.2%	12.0%	7.6%	8.5%	1.3%
COC(=O)c1c(-c2ccc(F)cc2)noc1N	9.8%	10.3%	0.8%	-11.4%	2.1%
NCCNC(=O)c1ncsc1-c1cccc(F)c1	-2.2%	2.7%	-9.7%	-18.3%	1.3%
Nc1ccc(C(=O)N2N=C(c3ccccc3)CC2(O)C(F)(F)F)cc1 (centres undefined)	·	-22.1%	5.5%	7.6%	1.4%
COc1ccc(NS(=O)(=O)c2cc(NC(=O)c3cc(F)c(F)c(F)c3F)ccc2N2CCCC2)cc1	12.8%	-6.2%	-11.3%	4.7%	6.1%
Cc1csc(-c2cnn(-c3ccccc3)c2NC(=O)c2ccc(C(F)(F)F)cc2)n1	-5.0%	6.0%	58.3%	0.0%	8.5%

Random excerpt: 2 compounds from above, in no set order.
SMILES	M. tuberculosis	H1N1 NS1A inhibition	H37Rv inhibition	Salmonella PhoP GFP	inhibitors of VEEV	others
CCOC(=O)C1CCCN(C(=O)CN2C(=O)COc3ccc(C(C)(C)C)cc32)C1 (centres undefined)	16.2%	-1.5%	5.2%	4.8%	i
CC(=O)Nc1ccc(S(=O)(=O)N(C)c2ccc(OCC(=O)Nc3ccccc3C(C)=O)cc2)cc1	·	-3.3%	·	·	11.0%

Additional compounds:
SMILES	M. tuberculosis	H1N1 NS1A inhibition	H37Rv inhibition	Salmonella PhoP GFP	inhibitors of VEEV	others
COc1cc(/C=C(\C#N)C(N)=O)ccc1OS(=O)(=O)c1ccc(C)cc1	14.2%	32.1%	4.9%	0.5%	0.7%
CCN1CCN(CCC(=O)Nc2ccc3c(c2)OCO3)CC1	9.8%	-21.7%	-9.3%	-4.3%	i
Cc1cc(Cn2nc(-c3ccccc3)cc2C(=O)NCc2cccc(Br)c2)on1	21.5%	1.6%	5.0%	1.5%	1.7%
CN1C(=O)C(=Cc2ccc(Sc3ccccc3)o2)C(=O)N(C)C1=S	?	5.1%	40.9%	3.4%	1.0%
N#Cc1ccccc1OCC(=O)N1CCc2ccccc2C1	6.5%	1.9%	-4.9%	4.9%	2.5%
CCN(CC(=O)NCc1cccs1)C(=O)c1ccccc1Cl	6.4%	0.0%	-6.3%	12.5%	0.7%
Cc1cccc(C(OC(=O)c2ccco2)C(=O)NCc2ccccc2)n1 (centres undefined)	-12.0%	-11.9%	-8.1%	-10.1%	0.7%
COc1ccc(/C=N/N2CCOCC2)cc1O	-5.1%	-7.6%	0.2%	0.4%	0.5%
Cc1ccc2sc(N(CCCN(C)C)C(=O)c3nc4ccccc4s3)nc2c1C	17.9%	-1.3%	-2.6%	11.1%	?
c1n[nH]c(SCCCCSc2ncn[nH]2)n1	-6.2%	-0.7%	1.2%	-27.2%	2.2%
O=c1cc(-c2ccc3c(c2)OCCO3)oc2ccc(Cl)cc12	-14.5%	-3.5%	-2.8%	-8.1%	1.1%
CCOC(=O)C1CCN(C(=O)COC(=O)C2CCN(S(=O)(=O)c3ccc(C)c(C)c3)CC2)CC1	0.9%	2.1%	-2.0%	-1.2%	2.9%
Cc1nnc(SC(C)C(=O)Nc2ccc(N3CCOCC3)cc2)n1Cc1ccccc1 (centres undefined)	·	9.5%	·	·	0.2%
NC(N)=NCCC[C@H](NC(=O)OCc1ccccc1)C(=O)O	1.1%	-10.5%	3.3%	12.8%	0.8%
Cc1ccc(S(=O)(=O)NC23CC4CC(CC(C4)C2)C3)cc1	8.5%	-16.9%	-2.2%	·	i
OC(c1ccccc1)(c1ccc(Cl)cc1)C1CN2CCC1CC2 (centres undefined)	12.8%	-31.3%	-12.4%	3.2%	0.6%
COC1=C(Nc2ccc(O)cc2)C(=O)c2ccccc2C1=O	?	24.7µM*	0.1%	-3.1%	i
Cn1c(N)c(C(=O)COC(=O)c2ccc(Cl)nc2)c(=O)n(C)c1=O	8.2%	-10.0%	-2.5%	9.2%	1.8%
CC(C)(C)C(=O)/C=c1\[nH]c(=O)/c(=C\c2ccc(F)cc2)s1	?	-3.6%	?	5.7%	5.0%
CN(C)CCN1C(=O)NC(C)(c2ccc([N+](=O)[O-])cc2)C1=O (centres undefined)	1.2%	-10.4%	4.7%	-65.5%	0.5%
CCOC(=O)c1cnc(-n2nc(C)cc2C)nc1Oc1ccc(C#N)cc1	8.2%	-17.9%	6.4%	-3.0%	3.0%
COc1ccc(OC)c(C2=NOC(C(=O)NCc3cccnc3)C2)c1 (centres undefined)	-5.5%	2.8%	7.3%	2.5%	i
CCOC(=O)c1c(NC(=O)CSc2nnc(-c3c[nH]c4ccccc34)n2CCOC)sc2c1CCCCC2	38.4%	-4.9%	-4.4%	-5.6%	2.8%
C=CCOc1ccc(/C=C/C(=O)OCC(=O)N2CCC(c3ccccc3)=N2)cc1	44.7%	-2.9%	-0.7%	·	7.2%
COc1cccc(N2C(=O)CC(Nc3ccc(N4CCOCC4)cc3)C2=O)c1 (centres undefined)	20.0%	3.5%	-1.5%	-3.4%	0.9%
CCCc1ccc(C(=O)NNc2ccccc2F)cc1	?	-1.6%	?	2.4%	2.2%
COc1cc2[nH]c(=O)n(CCC(=O)N3CCN(Cc4ccccc4)CC3)c(=O)c2cc1OC	-7.6%	-12.2%	4.4%	6.7%	2.4%
O=C(O)CCCNS(=O)(=O)c1ccc2c(c1)OCCCO2	35.5%	-8.5%	3.0%	-3.8%	1.8%
CC(=O)Nc1ccc(/C=N/OCC(=O)Nc2ccc(C)cc2)cc1	·	4.1%	6.9%	3.4%	1.1%
CCOCCCN1CC(C(=O)NCCc2ccc(C)cc2)CC1=O (centres undefined)	-10.0%	-11.2%	1.7%	-8.1%	3.4%
Cc1ccccc1C(=O)Oc1ccc(Sc2ccc(O)cc2)cc1	-2.8%	·	5.1%	5.5%	·
COC(=O)c1cc(-c2ccc(OC)c(OC)c2)c2c(=O)[nH]c(=O)n(C)c2n1	-12.3%	19.4%	24.8%	-5.0%	0.8%

Not a hit list (roughly 1.5% active in at least one column).
